TDP1 cell noCPT = qHTS for Inhibitors of human tyrosyl-DNA phosphodiesterase 1 (TDP1): qHTS in cells in absence of CPT; DT40 Tdp1-/- hTDP1 cells, no CPT, ATP luminescence, 48 h; 420,000 compounds, 15% hits; Potency, µM (titrated, usually from 46.2 µM), inactives show top-dose activity change, negative = growth inhibition, hits mostly inhibitors; AID 686978, 2013; further: nearly all actives have a fitted effect of over 55% in size
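Chicken DT40 Tdp1-/- cells complemented with human TDP1, screened without camptothecin (DMSO vehicle only), 400 cells/well. Compounds pin-transferred, cells incubated at 37 °C for at least 48 hr. Growth read as ATP-dependent luminescence (CellTiter-Glo, 30 min at RT).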
TDP1 block = TDP1 (human) enzyme inhibition; recombinant TDP1, AlphaScreen DNA substrate cleavage; Potency, µM (highest dose often 130 µM), for inactives: at the top dose activity change, negative = inhibition, usual class: inhibitors; 350,000 compounds, 0.28% hits; further: nearly all actives have a fitted effect of over 40% in size
Target sequence (Q9NUW8 whole entry, looked up): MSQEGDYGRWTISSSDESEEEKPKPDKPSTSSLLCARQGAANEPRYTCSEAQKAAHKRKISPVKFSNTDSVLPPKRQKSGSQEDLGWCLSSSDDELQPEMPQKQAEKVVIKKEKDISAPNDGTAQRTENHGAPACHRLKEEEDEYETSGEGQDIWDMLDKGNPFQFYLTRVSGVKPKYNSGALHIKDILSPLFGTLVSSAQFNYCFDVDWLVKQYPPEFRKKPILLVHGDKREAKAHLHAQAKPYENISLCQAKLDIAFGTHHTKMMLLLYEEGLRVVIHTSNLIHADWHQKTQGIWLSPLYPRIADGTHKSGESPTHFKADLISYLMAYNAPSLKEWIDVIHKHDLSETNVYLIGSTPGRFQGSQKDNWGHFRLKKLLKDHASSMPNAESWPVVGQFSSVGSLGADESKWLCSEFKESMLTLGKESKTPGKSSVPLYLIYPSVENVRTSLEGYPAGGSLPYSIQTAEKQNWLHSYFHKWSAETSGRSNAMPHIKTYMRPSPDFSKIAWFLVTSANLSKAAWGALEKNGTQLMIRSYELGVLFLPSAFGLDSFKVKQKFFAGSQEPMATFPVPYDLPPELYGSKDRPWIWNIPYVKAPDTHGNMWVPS
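Signal: AlphaScreen proximity between streptavidin donor and anti-FITC acceptor beads on intact substrate. Reaction: Tdp1 1 nM, substrate 15 nM final, 5 min RT after 15 min compound preincubation.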
DT40 TDP1 CPT = DT40-hTDP1 cell growth loss with CPT; AID 686979; chicken DT40 Tdp1-/-;hTDP1 cells + 20 nM CPT, ATP luminescence, 48 h; 420,000 compounds, 12% hits; Potency, µM (highest dose often 46.2 µM), for the others: at the top dose activity change, negative = growth inhibition, hits mostly inhibitors; further: nearly all actives have a fitted effect of over 55% in size
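Cell growth measured by CellTiter-Glo luminescence after a minimum 48 h, 37 C compound exposure with 20 nM CPT in Tdp1-knockout DT40 cells stably expressing hTDP1, seeded 400/well; qHTS titration format.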
* hit, by the source's call; u = inconclusive; x = not tested or not shown; & = joins results of further samples; [ ] = another dose, or the depositor's remark. The call rests on the fitted dose curve; in most records, active means well fitted curve in the direction sought with a large enough effect; inconclusive means small, poorly fitted or top-dose-only effect, or another doubt; inactive means no such curve, though single readings can be large; an effect the other way counts as inactive or inconclusive. On the % scale 0 is the no-effect control and ±100 the full control effect; potency means the concentration at half of the fitted maximal effect.

SMILES	TDP1 cell noCPT	TDP1 block	DT40 TDP1 CPT
CCc1ccc(S(=O)(=O)N(C(=O)Oc2ccccc2)c2ccc3oc(C)c(C(=O)OC)c3c2)cc1	2.9µM*	3%[12.3 µM]	3.7µM*
CNC(=O)COC(=O)c1nc(-n2nc(C)cc2C)ccc1Cl	-10%	5%	-6%
CCc1nc(SCc2ccccc2)n[nH]1	2%	x	9%
CN(CCC#N)S(=O)(=O)c1ccc2c(c1)c(=O)n(C)c(=O)n2C	-23%	7%	4%
O=C(CNS(=O)(=O)c1c(Cl)cccc1Cl)OCC(=O)c1ccc[nH]1	3%	-3%	6%
COc1ccc(S(=O)(=O)N2CCc3ccccc32)cc1[N+](=O)[O-]	u	x	23µM*
COc1cc([N+](=O)[O-])ccc1NC(=O)CCCOc1ccccc1	4%	2%	2%
COc1cc(/C=C(\C#N)C(=O)NCC2CCCO2)ccc1OC(C)C (centres undefined)	-9%	2%	-8%
CCc1nc(SCc2ccc(Br)cc2)n[nH]1	0%	x	5%
CC(C)C[C@@H](COCc1ccc(C(F)(F)F)cc1)N1CCN(C(=O)c2ccc(C(F)(F)F)cc2)CCC1=O	u	x	u
O=C(Cc1ccccc1)c1c[nH]c(C(=O)NCc2ccncc2)c1	20%	-3%	10%
COc1cccc(C(=Cc2ccc([N+](=O)[O-])cc2)C(=O)O)c1	u	x	u
COc1cc(Cl)c(C)cc1NC(=O)CSc1nnc(CN2CCCC2)o1	22%	0%	-21%
O=C(c1ccncc1)N1CCN(CCc2ccccc2)CC1	4%	x	4%
O=C(CSc1nc2ccccc2o1)NCCOc1ccccc1	1%	-3%	0%
COC(=O)NNC(=O)COc1cc(C)ccc1C	-2%	5%	3%
O=C(Nc1cccc(OC(F)(F)F)c1)C1Cc2c(-c3ccc4c(c3)OCO4)ccnc2O1 (centres undefined)	21µM*	x	16µM*
CCOc1ccc(N(C)S(=O)(=O)c2cc(-c3cc(C)no3)ccc2OC)cc1	15µM*	2%&8%	23µM*
C=CCSc1nnc(NC(=O)CCNC(=O)c2ccco2)s1	-7%	x	2%
Cc1ccc(N2CC(NC(=O)/C=C\c3ccc4c(c3)OCO4)CC2=O)cc1 (centres undefined)	u	0%	-30%
O=C(NCCS(=O)(=O)N1CCN(Cc2ccccc2)CC1)c1ccccc1	u	x	6%
CCOc1ccc(NCCC(=O)c2ccc3c(c2)OCO3)cc1	u	11%	26µM*
CCOC(=O)c1ccccc1N1C(=O)C2Sc3[nH]c(=O)sc3C(/C=C/c3ccccc3)C2C1=O (centres undefined)	u	-1%	18µM*
COc1ccc(CCNC(=O)CCCCCN2C(=O)c3ccccc3C2=O)cc1OC	-25%	2%	19%
Cc1ccc(N=c2sc(C)c(C)n2C)cc1	-6%	9%	-24%
CCOC(=O)c1c(S(=O)(=O)NCC(=O)N(C)c2ccc(C)cc2)c(C)n(C)c1C	-14%	0%	-26%
COc1ccc(NC(=O)c2cc(S(=O)(=O)N3CCCC3)ccc2OC)cc1	-14%&2%	0%&-4%	u
CC(C)N(Cc1ccccc1)C(=O)CCc1ccccc1	u	0%	15µM*
O=C(NCCCN1CCOCC1)NC12CC3CC(CC(C3)C1)C2	-29%	4%	-15%
COC(=O)c1c(NC(=O)COC(=O)c2ccc(O)cc2)sc2c1CCCCC2	29µM*	3%	u
O=c1[nH]c2ccccc2cc1CN(c1ccccc1)S(=O)(=O)c1ccccc1	-13%	5%	-24%
COc1ccc(C2C(C(C)=O)=C(O)C(=O)N2CCc2c[nH]c3ccccc23)cc1OC (centres undefined)	-7%	8%	3%
Cc1ccc(S(=O)(=O)NCCC(=O)OCn2nnc3ccccc3c2=O)cc1	-9%	0%	0%
CCCCCNc1ncnc2c(C)[nH]nc12	23µM*	x	15µM*
COc1ccccc1CNS(=O)(=O)c1cc(Br)cc2c1N(C(=O)C1CC1)CC2	u	12%	u
CC(=O)c1ccc(Nc2c3c(nc4ccccc24)CCCC3)cc1	18µM*	7%	15µM*
CCCOc1ccccc1NC(=O)/C=C/c1ccc(OC)c(S(=O)(=O)N2CCOCC2)c1	16µM*	x	u
Cc1ccc(NC(=S)NCC23C=CC(O2)C2C(=O)N(c4ccc(C)cc4)C(=O)C23)cc1 (centres undefined)	u	10%	18µM*
N=c1sccn1CC(=O)Nc1ccc(SC(F)F)cc1	-14%	5%	-2%
O=C(CCc1nnc2n(Cc3ccccc3Cl)c(=O)c3ccccc3n12)Nc1ccc(F)c(F)c1	21µM*	-2%	23µM*

Part of the list above, bar-delimited.
structure | TDP1 cell noCPT | TDP1 block | DT40 TDP1 CPT
Cc1ccc(NC(=S)NCC23C=CC(O2)C2C(=O)N(c4ccc(C)cc4)C(=O)C23)cc1 (centres undefined) | u | 10% | 18µM*
O=C(CCc1nnc2n(Cc3ccccc3Cl)c(=O)c3ccccc3n12)Nc1ccc(F)c(F)c1 | 21µM* | -2% | 23µM*

Full records, quoted from the list:
Listed for CCOc1ccc(NCCC(=O)c2ccc3c(c2)OCO3)cc1 : TDP1 cell noCPT = u; TDP1 block = 11%; DT40 TDP1 CPT = 26µM*
Listed for O=C(NCCS(=O)(=O)N1CCN(Cc2ccccc2)CC1)c1ccccc1 : TDP1 cell noCPT = u; TDP1 block = x; DT40 TDP1 CPT = 6%
Listed for O=c1[nH]c2ccccc2cc1CN(c1ccccc1)S(=O)(=O)c1ccccc1 : TDP1 cell noCPT = -13%; TDP1 block = 5%; DT40 TDP1 CPT = -24%

Next part
SMILES	TDP1 cell noCPT	TDP1 block	DT40 TDP1 CPT
CC(Sc1n[nH]c(-c2ccccc2F)n1)C(=O)Nc1ccc(S(N)(=O)=O)cc1 (centres undefined)	-10%	2%	-4%
CCc1ccc2oc(C(=O)Nc3sc4c(c3C(=O)NC)CCCC4)cc(=O)c2c1	7%	4%	-1%
CCCOc1ccc(S(=O)(=O)n2cc(F)c(=O)[nH]c2=O)cc1	u	-4%	u
COc1ccc2nc(SCC(=O)Nc3ccc(S(=O)(=O)Nc4nccc(C)n4)cc3)[nH]c2c1	-25%	4%	u
Cc1ccc(Nc2nc(N)nc(COC(=O)c3ccc(Br)o3)n2)cc1	u	-15%	u
O=C(Cn1c(=O)nc(-c2ccccc2)c2ccccc21)NCc1ccc(Cl)cc1	u	-1%	u
Cc1ccc(CN2C(=O)c3ccccc3NC23CCN(Cc2ccccc2)CC3)cc1	u	5%	u
COc1ccc(CNC(=O)c2cccc(S(=O)(=O)N3CCN(C)CC3)c2)cc1	-8%	-1%	13%
Fc1ccc2nc(C3CCN(Cc4nc(CC5CC5)no4)CC3)[nH]c2c1	-4%	8%	-2%
CCOc1ccc(CCNC(=O)CS(=O)Cc2nc(-c3ccccc3Cl)oc2C)cc1OCC (centres undefined)	0%	5%	-7%
CCN1CCN(C(=O)CCn2c(=O)c3cccn3c3cccnc32)CC1	15%	0%	18%
CSc1nc(-c2ccc(Cl)cc2)nc(N)c1C#N	0%	x	-2%
O=C(NCCSC1CCCCC1)c1ccccc1	-17%	-1%	-17%
O=C(CCN1C(=O)/C(=C/c2ccc3c(c2)OCO3)SC1=S)Nc1cccc(C(=O)O)c1	0%	x	8%
CC1(CCc2ccc(O)cc2)NC(=O)NC1=O (centres undefined)	-6%	-1%	-8%
CC(C(=O)N(C)C1CCS(=O)(=O)C1)N1C(=O)/C(=C/c2ccc(F)cc2)SC1=S (centres undefined)	u	6%	u
COC(=O)C1=C[C@@H](C(=O)OC)C2C3=C(C(=O)C24CCCCC4)[C@H](C)n2c(=O)n(-c4ccccc4)c(=O)n2[C@@H]3C1 (some centres undefined)	u	14%	u
O=C1C(Cl)=C(NCCN2CCOCC2)C(=O)c2ccccc21	16µM*	x	u
COc1ccc(C(=O)NC(=S)N2CCCCC2)cc1	u	0%	u
CCOc1ccc(NC(=O)CSc2nnc(-c3ccccn3)n2N)cc1	-12%	0%	-2%
Cc1ccc(S(=O)(=O)NNC(=S)NCCc2ccccc2)cc1	-13%	-5%	-7%
CCc1ccccc1NC(=O)Cn1c(=O)n(CCc2ccccc2)c(=O)c2ccccc21	u	6%	u
N#C/C=C1\n2c(nc3ccccc32)OC12CCCCC2	u	0%	u
COc1ccccc1NS(=O)(=O)c1cc(NC(=O)CNC(=O)c2ccccc2)ccc1C	-21%	0%	-25%
Cc1ccc(NC(=O)c2sc3ncnc(N(C)C4CCCCC4)c3c2C)cc1	u	6%	u
O=C(OCCN1C(=O)c2ccccc2C1=O)C1CC(O)CN1S(=O)(=O)c1ccc(Cl)cc1 (centres undefined)	5%	0%	-2%
OC(COc1ccc(Cl)c2ccccc12)CN1CCN(c2ccccn2)CC1 (centres undefined)	-7%	4%	-7%
CC(N)C12CC3CC(CC(C3)C1)C2 (centres undefined)	-20%&-6%&-1%	8%&0%&2%	-15%&2%&1%
Cc1ncc2c(c1CNC(=O)c1cncs1)CCN(C(=O)c1ccc(C(C)(C)C)cc1)C2	u	x	13%[9.04 µM]
CCCCCCCC/C=C/CCCCCCCCOP(=O)([O-])OCC[N+](C)(C)C	u	3%	u
Cc1[nH]cnc1CSCc1ccc(F)cc1	-20%	5%	-1%
Cc1ccc2c(c1)C(=O)CC(O)(C(F)F)O2 (centres undefined)	-6%	0%	1%
CC(C)(C)c1ccc(OCCOCCn2c(-c3ccc(Cl)cc3)nc3ccccc3c2=O)cc1	-19%	x	-12%
Cc1cc(C)n(CC(=O)n2c3ccccc3c3ccccc32)n1	u	3%	-8%
COCCNC(C(=O)Nc1ccc(C)cc1[N+](=O)[O-])c1ccccc1 (centres undefined)	-6%	6%	3%
CCOc1c2ccc(C(=O)NCc3ccc4c(c3)OCO4)cc2nn1C	-1%	3%	6%
COC(=O)C1=C(C)N(CC2CC2)C(=O)N[C@H]1c1ccccc1	-8%	8%[12.3 µM]	-4%
CCc1ccc(C(=O)c2cn(CC(=O)Nc3ccc4c(c3)OCO4)c3cc(OC)c(OC)cc3c2=O)cc1	-7%	6%	0%
CCCC(=O)Nc1cc2c3c(c1)CCN3C(=O)CC2	27%	2%	-4%
c1ccc(-c2nc(-c3cccs3)[nH]c2-c2ccccc2)cc1	u	2%	u

Overlap with the part before: five entries, then new ones.
SMILES	TDP1 cell noCPT	TDP1 block	DT40 TDP1 CPT
CCOc1c2ccc(C(=O)NCc3ccc4c(c3)OCO4)cc2nn1C	-1%	3%	6%
COC(=O)C1=C(C)N(CC2CC2)C(=O)N[C@H]1c1ccccc1	-8%	8%[12.3 µM]	-4%
CCc1ccc(C(=O)c2cn(CC(=O)Nc3ccc4c(c3)OCO4)c3cc(OC)c(OC)cc3c2=O)cc1	-7%	6%	0%
CCCC(=O)Nc1cc2c3c(c1)CCN3C(=O)CC2	27%	2%	-4%
c1ccc(-c2nc(-c3cccs3)[nH]c2-c2ccccc2)cc1	u	2%	u
O=C(O)c1ccc(-n2nnnc2SCc2cccc(Br)c2)cc1	-5%	x	25%
CC(C)c1c(C(=O)N/N=C/C=C/c2ccccc2)nnn1-c1nonc1N	u	2%	u
COc1cc(NC(=O)c2cccs2)c(C(=O)OCC(=O)NC(=O)NCc2ccccc2)cc1OC	u	-5%	u
CC(C)Oc1ccc(C(=O)Nc2cccc(S(=O)(=O)N3CCCC3)c2)cc1	21µM*	1%	29µM*
COc1ccc(N(C)S(=O)(=O)c2cccc(C(=O)OCC(=O)Nc3sc4c(c3C#N)CCCCC4)c2)cc1	-24%	2%	-11%
CCCCCCn1c(-c2ccco2)nc2oc3cc(OC)ccc3c(=O)c2c1=O	21µM*	-1%	u
CN(C)C=Nc1nonc1-c1ncn[nH]1	-15%	-2%	30%
Cc1cc(Cl)ccc1-n1c(CCC(=O)O)ccc1-c1cccs1	-22%	x	-6%
CCc1cc2ccc(C)cc2nc1SCC(=O)NC1CCCC1	-2%	x	-2%
CN(C(=O)CN1C(=O)NC2(CCc3ccccc32)C1=O)C1CCCCC1 (centres undefined)	-6%	-2%	-2%
Cc1cc(C)c(C(=O)COC(=O)Cn2nc(-c3ccccc3)oc2=O)cc1C	-17%	-4%	0%
Cc1noc(/C=C/N(C)C)c1S(=O)(=O)N1CCCC(C(=O)NCc2cccs2)C1 (centres undefined)	-29%	8%	-26%
CC/C(=N\NC(=O)c1ccc2c(c1)OCO2)C12CC3CC(CC(C3)C1)C2	-15%	0%	-14%
Cc1ccc(C(=O)NCCCCNC(=O)c2ccc(C)o2)o1	0%	3%	-1%
O=C(NCc1cccc(F)c1)Nc1nnc([C@@H]2C[C@H](O)[C@@H](CO)O2)s1	-2%	x	8%
COCC(=O)Nc1ccc(Br)cc1	-2%	-2%	4%
O=C(c1ccco1)N(Cc1ccc([N+](=O)[O-])cc1)c1ccc(Br)cc1	u	11%	u
CN1C(=O)C(CC(=O)Nc2ccc(Cl)cc2)N(Cc2ccco2)C1=S (centres undefined)	u	3%	u
C/C(=N\NC(=O)C1CC1c1ccccc1)c1cccs1 (centres undefined)	-14%	-2%	u

Assay outcomes from PubChem.

No enrichment for hits; any-hit rate near 18%.
